# TrxR1 substrate: is turned over as a substrate by rat TrxR1; purified TrxR1 substrate turnover, NADPH consumption readout; Potency, µM (top dose mostly 114 µM), without a hit: at the top dose activity change, negative = substrate turnover; actives 0.01% (n = 390,000); also: % is scaled to controls: 0 for no effect and ±100 for the full control effect; nearly all actives have a fitted effect of over 50% in size
#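 Rat TrxR1, dispensed at 90 nM, was prereduced with 400 uM NADPH (final) for 5 min at ~22 deg C, then incubated with compound 15 min before 400 uM selenite. A first-read NADPH fluorescence drop versus no-compound background flagged substrates.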
# Vif-APOBEC3F blk: Vif-A3F binding inhibition. HeLa A3F-eYFP + Vif (tagged APOBEC3F with the HIV-1 protein that degrades it), YFP fluorescence increase. Potency, µM (top dose mostly 46.1 µM), for inactives: at the top dose activity, negative = active. actives 0.2% (n = 390,000). AID 602313; also: % of control where 0% means no effect; nearly all actives have a fitted effect of over 65% in size
#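 HeLa cells stably expressing A3F-eYFP plus Vif, plated and incubated overnight at 37 deg C, then exposed to compounds overnight at 37 deg C. Blocked degradation read as raised yellow fluorescence (Ex 488/Em 500-530).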
# TrxR1 inh: blocks rat thioredoxin reductase 1 | recombinant rTrxR1, NADPH fluorescence consumption, selenite substrate | actives 1% (n = 390,000) | Potency, µM (doses to about 114 µM), without a hit: at the top dose activity change, negative = inhibition, actives largely listed as inhibitors; also: % is scaled to controls: 0 for no effect and ±100 for the full control effect; nearly all actives have a fitted effect of over 65% in size
#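 Rat TrxR1 (90 nM in the dispensed reagent) was pre-reduced with 400 uM NADPH for 5 min at room temperature, then incubated with compound for 15 min. After 400 uM selenite was added, NADPH fluorescence (Ex 340/Em 450 nm) was followed for 8 min.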
# USP1 inh: blocks the human USP1/UAF1 deubiquitinase complex; O94782; recombinant USP1/UAF1, Ub-Rhodamine cleavage fluorescence; Potency, µM (highest dose often 57.1 µM), inactives show top-dose activity change, negative = inhibition, usual class: inhibitors; actives 0.23% (n = 390,000); AID 743255; also: % is scaled to controls: 0 for no effect and ±100 for the full control effect; nearly all actives have a fitted effect of over 60% in size; inactives centre near -12
#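 Step one: compound is pinned into 1nM USP1/UAF1 in HEPES pH 7.8 buffer with TCEP. Step two: 15 min room-temperature incubation. Step three: Ub-Rho (150nM final) starts cleavage, tracked by fluorescence over six one-minute reads.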
# mIDH1 inhibitor: inhibitors of human mutant IDH1 R132H. O75874. IDH1-R132H enzyme, NADPH consumption, diaphorase/resazurin fluorescence. Potency, µM (highest dose often 76.6 µM), for inactives: at the top dose activity change, negative = inhibition, hits mostly inhibitors. actives 0.093% (n = 390,000); also: % is scaled to controls: 0 for no effect and ±100 for the full control effect; nearly all actives have a fitted effect of over 65% in size
#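 IDH1-R132H (0.5 ug/mL dispensed) in pH 7.5 Tris buffer was preincubated 30 min with compound, then given a substrate mix of 0.016 mM NADPH and 2 mM alpha-KG for 80 min at room temperature; remaining NADPH was read by diaphorase/resazurin fluorescence.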
# ALOX12 inh: inhibitors of human 12S-lipoxygenase ALOX12. Potency, µM (top dose mostly 108 µM), for the others: top-dose activity change, negative = inhibition, actives largely listed as inhibitors. actives 1.1% (n = 580,000). purified 12hLO, xylenol orange hydroperoxide absorbance; also: % is scaled to controls: 0 for no effect and ±100 for the full control effect
#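 Hydroperoxide product was detected by ferrous iron/xylenol orange as the 573 to 405 nm absorbance ratio. Arachidonic acid at 40 uM (final) was turned over for 30 min at room temperature by 150 nM human 12hLO, pH 7.0 Hepes buffer, after 15 min compound preincubation.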
# RXFP1 ag: RXFP1 (human) receptor agonism; Q9HBX9; Potency, µM (titrated, usually from 57.5 µM), inactives show at the highest dose activation, usual class: activators; HEK293T-RXFP1 cAMP TR-FRET, 30 min; response scale: percent of porcine relaxin response, buffer zero; actives 0.3% (n = 370,000); also: % is scaled to controls: 0 for no effect and ±100 for the full control effect; nearly all actives have a fitted effect of over 60% in size; many of its hits are not listed in these tables
# Target sequence (Q9HBX9 whole entry, looked up): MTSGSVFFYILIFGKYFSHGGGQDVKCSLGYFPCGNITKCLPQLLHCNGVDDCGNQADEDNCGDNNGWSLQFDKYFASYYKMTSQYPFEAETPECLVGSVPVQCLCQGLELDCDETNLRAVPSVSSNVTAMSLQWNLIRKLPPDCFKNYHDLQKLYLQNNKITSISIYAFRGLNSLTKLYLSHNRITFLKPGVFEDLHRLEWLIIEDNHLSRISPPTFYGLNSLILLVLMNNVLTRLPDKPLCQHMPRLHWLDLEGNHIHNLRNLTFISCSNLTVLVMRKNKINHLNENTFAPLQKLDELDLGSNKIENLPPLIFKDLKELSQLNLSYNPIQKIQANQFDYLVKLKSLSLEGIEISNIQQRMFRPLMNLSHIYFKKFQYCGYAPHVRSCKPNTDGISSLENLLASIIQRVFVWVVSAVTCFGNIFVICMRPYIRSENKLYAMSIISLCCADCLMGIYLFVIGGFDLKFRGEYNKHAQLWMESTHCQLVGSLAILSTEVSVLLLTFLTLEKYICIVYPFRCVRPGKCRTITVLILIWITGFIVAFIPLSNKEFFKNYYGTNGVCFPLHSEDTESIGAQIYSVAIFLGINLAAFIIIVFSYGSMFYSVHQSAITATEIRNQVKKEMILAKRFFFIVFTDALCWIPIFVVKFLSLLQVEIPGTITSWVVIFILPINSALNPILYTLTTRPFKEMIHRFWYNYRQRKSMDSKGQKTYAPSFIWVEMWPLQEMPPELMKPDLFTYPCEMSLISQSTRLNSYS
#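 HEK293 cells stably expressing RXFP1, treated 30 min at 37C with compounds plus PDE4 inhibitor Ro 20174; cAMP measured by HTRF TR-FRET. Normalized to buffer and 29 nM porcine relaxin; EC50 by Hill fit.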
# Vif-APOBEC3G blk: Vif-A3G binding inhibition. actives 0.076% (n = 410,000). AID 602310. Potency, µM (doses to about 46.1 µM), without a hit: at the top dose activity, negative = active, actives largely listed as inhibitors. HeLa A3G-eYFP + Vif (tagged APOBEC3G with the HIV-1 protein that degrades it), YFP fluorescence, overnight;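 also: % is scaled to controls: 0 for no effect and ±100 for the full control effect; nearly all actives have a fitted effect of over 60% in size; hits raise eYFP signal because A3G escapes Vif-driven loss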
#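 HeLa cells stably expressing Vif and C-terminally eYFP-tagged A3G, seeded overnight at 37 deg C, then exposed to compound by pintool overnight at 37 deg C. Rise in yellow fluorescence (Ex 488/Em 500-530, Acumen) marks blocked Vif-driven A3G degradation.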
# RGS4 inh: inhibitors of human regulator of G protein signaling 4; AID 504845; P49798; actives 0.039% (n = 390,000); Potency, µM (highest dose often 114 µM), for inactives: at the highest dose activity change, negative = inhibition, actives largely listed as inhibitors; Transcreener GDP fluorescence polarization, RGS4-accelerated GTP hydrolysis; also: % is scaled to controls: 0 for no effect and ±100 for the full control effect; nearly all actives have a fitted effect of over 75% in size; some results filed as inactive show a strong effect at the top dose
# Target sequence (P49798 whole entry, looked up): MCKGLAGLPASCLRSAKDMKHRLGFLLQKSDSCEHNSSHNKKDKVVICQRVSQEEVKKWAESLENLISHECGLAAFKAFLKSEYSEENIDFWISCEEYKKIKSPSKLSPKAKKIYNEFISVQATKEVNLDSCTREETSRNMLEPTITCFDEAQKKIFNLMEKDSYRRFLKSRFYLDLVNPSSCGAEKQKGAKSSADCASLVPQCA
#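 MLSMR compounds (23 nl, pin-transferred) preincubated 10 min at room temperature with a 500nM (2x) first reagent, then RGS4 at 900nM (2x) plus Transcreener GDP mix added; fluorescence polarization (620/688 nm) read before and after 90 min at 30 °C.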
# The depositor's hits bear a star; u = inconclusive; x = not tested or not shown; & = joins results of further samples; [ ] = remark or other dose. Calls follow the shape of the dose curve; as a rule, active = well fitted curve in the direction sought with a large enough effect; inconclusive = small, poorly fitted or top-dose-only effect, or another doubt; inactive = no such curve, though single readings can be large; an effect the other way counts as inactive or inconclusive. Potency is read from the fitted curve at half-maximal effect. Some of the compounds tested; the hit share may differ from the screen's.
SMILES,TrxR1 substrate,Vif-APOBEC3F blk,TrxR1 inh,USP1 inh,mIDH1 inhibitor,ALOX12 inh,RXFP1 ag,Vif-APOBEC3G blk,RGS4 inh
COc1ccc(CNc2ncnc(N)n2)cc1,-3%,-6%,-3%,-13%,0%,u,-0.4%,u,-10%
CC(=O)N1c2ccc(S(=O)(=O)N(C)CC(=O)Nc3cccc(C)c3)cc2CC1C (stereo not given),0%,-7%,6%,-6%,-1%,6%,0.2%,7%,-3%[11.4 µM]
C=C1C[C@@]23CCC4[C@@](C)(CCC[C@@]4(C)C(=O)OC)C2CC[C@]1(OC(C)=O)C3 (stereo not given in full),2%,-11%,5%,-15%,6%,-4%,0.3%,4%,13%
CCC(=O)Nc1ccc2c(c1)nc(CCN1CCN(c3ccccc3)CC1)n2C,0%,1%,14%,-16%,0%,-11%,-0.7%,-3%,-12%
CC(C)NC(=O)c1cc2cc(Br)ccc2oc1=O,-2%[57.1 µM],0%,5%[57.1 µM],-4%,-2%,-19%&-9%,-3.4%,1%,10%
CCOC(=O)C1CCN(S(=O)(=O)c2cccc(-c3cn4cccc(C)c4n3)c2)CC1,15%,-2%,11%,-25%,5%,8%,1.8%,4%,-7%
CCN(CC)C(=O)N1CCN(S(=O)(=O)c2ccc(C)c(C)c2)CC1,-5%[57.1 µM],1%,14%[57.1 µM],-22%,8%,0%,-0.1%,-7%,-23%
Clc1cccc(N2CCN(c3ncnc4c3nc3n4CCCC3)CC2)c1,-4%,2%,-7%,-20%,4%,-20%,4.4%,-13%,2%
O=C(NC(Cc1ccccc1)C(=O)O)/C(=C/c1ccc(Br)cc1)NC(=O)c1ccc(Br)o1 (stereo not given),-1%,-1%,1%,-6%,-9%,24%,0.2%,-1%,6%
Cc1ccc(C)c(S(=O)(=O)N2CCN(C(=O)CCc3nc4ccccc4c(=O)[nH]3)CC2)c1,-1%,0%,11%,-26%,8%,u,0.1%,1%,-29%
COc1cc(C)nc(N(Cc2ccccc2)S(=O)(=O)c2ccccc2)n1,10%[57.1 µM],-4%,16%[57.1 µM],-11%,0%,21%,0.7%,-4%,-3%[11.4 µM]
COc1cc(CN(C(=O)c2ccc(C)cc2)C2CCS(=O)(=O)C2)cc(OC)c1OC (stereo not given),6%,1%,14%,-2%,1%,7%,3.1%,-3%,-5%
O=C(NCC(O)c1ccc2ccccc2c1)c1c(F)cccc1F (stereo not given),0%,0%,17%,-18%,-7%,40%,0.5%,2%,6%
Fc1ccc(C2CC(c3ccco3)=NN2c2ccccc2)cc1 (stereo not given),269%[activator][57.1 µM],-12%,61%[activator][57.1 µM],-15%,2%,u,8.4%,0%,-10%
COc1ccc(C(=O)N2c3ccc(C)cc3C(C)(c3ccccc3)CC2(C)C)cc1 (stereo not given),-4%,-1%,3%,u,-3%,-15%,1.2%,3%,-16%
Cc1ccc(S(=O)(=O)N2CCCSCC2)cc1,8%[57.1 µM],-4%,8%[57.1 µM],-13%,0%,404%[activator],0.8%,-4%,47%
CC(C)CCn1c2ccccc2c2cc(CC(N)=O)ccc21,7%,-1%,22%,-10%,7%,340%[activator],0.4%,-4%,15%
COc1ccc(OC)c(CNC(=O)COc2cc(=O)n(C)c3ccccc23)c1,-4%,-3%,12%,-3%,0%,-13%,x,-1%,1%
CCOc1cc(-c2nc(-c3ccccc3OC)no2)cc(OCC)c1OCC,6%[57.1 µM],3%,35%[57.1 µM],u,7%,u,1.5%,0%,-7%
FC(F)Sc1ccc(Nc2ncnc3nc[nH]c23)cc1,8%,-3%,29%,-7%,-1%,12%,3.1%,1%,4%
CCCCN1CCCCC1C(=O)Nc1c(C)cc(C)cc1C (stereo not given),-8%,4%,5%,-7%,9%,0%,4.4%,-1%,28%
CC[C@@H]1CCCCc2ccccc2[C@H](C(=O)C[C@@H](O)CC(C)=O)OC1=O,4%[57.1 µM],-4%,1%[57.1 µM],20%,4%,5%,x,-22%,18%
CCN(C(=O)CSc1nc2ccc(OC)cc2[nH]1)c1c(N)n(Cc2ccccc2)c(=O)[nH]c1=O,-7%,2%,-5%,-12%,2%,6%,0.3%,-2%,1%
COc1cc(-c2[nH]nc3c2C(c2ccoc2)C(C#N)=C(N)O3)cc(OC)c1OC (stereo not given),-4%,-8%,-13%,-18%,0%,175%[activator],0.3%,0%,10%
Cc1ccc(NC(=O)COc2ccc(/C=N/NC(=O)CSCc3ccccc3)cc2)cc1,9%,-2%,14%,-7%,-7%,16%,-0.7%,1%,-7%
Cc1nn(CC(=O)N2CCN(Cc3ccccc3)CC2)c(=O)c2ccccc12,1%,x,12%,-3%,4%,0%,5.0%,1%,-27%
Cc1ccc2nc(N3CCN(c4cccc(Cl)c4)CC3)c3nnnn3c2c1,3%,u,7%,-17%,0%,2%,2.4%,-10%,9%
O=S(=O)(NCc1ccco1)c1cnc(Cl)c(Cl)c1,-10%,2%,-21%,-7%,-1%,34%[activator],4.4%,6%,-13%
COCC(=O)NNC(=O)c1ccc(OC)cc1,6%[57.1 µM],2%,20%[57.1 µM],-18%,0%,-4%,-1.0%,0%,-24%
O=C(CSc1ccccc1F)Nc1ccc2c(c1)OCO2,-2%,-2%,3%[57.1 µM],-11%,-7%,7%,x,2%,-14%
COc1cccc(CN2CCN(Cc3c(C)nn(C(C)C)c3C)CC2CCO)c1 (stereo not given),1%,-7%,17%,0%,3%,-6%,-3.8%,1%,5%
CC(C)C(=O)Nc1ccc2nn(-c3ccccc3)nc2c1,45%[activator][57.1 µM],-7%,24%,-10%,5%,9%,6.7%,-3%,-22%
CCC(C)NS(=O)(=O)c1ccc(OCC(=O)N2CCCC2)cc1 (stereo not given),7%,-11%,7%,-23%,-1%,17%,1.9%,-3%,-7%
COc1cccc(C2CC(c3ccccc3)Nc3ncnn32)c1 (stereo not given),5%[57.1 µM],-16%,3%,-7%,0%,0%,-0.5%,-11%,-25%
COc1ccc(N(CC(=O)N2CCN(c3ccccc3F)CC2)S(=O)(=O)c2c(C)noc2C)cc1,2%&-8%,-10%&1%,20%&0%,-33%&-9%,-4%&0%,-5%&-4%,0.6%&-1.1%,0%&4%,-2%&6%
CCOc1ccccc1C(=O)NCC(=O)Nc1ncccc1C,2%,4%,17%,-3%,1%,0%,-0.9%,-2%,1%
CCCCN(C(=O)c1ccc(N2CCCC2=O)cc1)c1c(N)n(CCCC)c(=O)[nH]c1=O,-12%,5%,-11%,-8%,-2%,u,5.9%,2%,9%
COc1ccccc1C(=O)NNC(=S)NC(=O)c1cc(OC)c(OC)c(OC)c1,-7%,4%,-17%,-3%,8%,40µM*,0.0%,1%,-24%
Cc1ccc(C(=O)N/N=C\c2ccc[nH]2)cn1,-17%,0%,-26%,-12%,7%,0%,-0.4%,-7%,-22%
Cc1sc2ncnc(N3CCC(C(=O)Oc4cccc(Cl)c4Cl)CC3)c2c1C,-9%[57.1 µM],-5%,18%[57.1 µM],-21%,9%,-2%,5.5%,1%,-15%

# Seven structures already listed, ordered by length of the SMILES, highest first:
SMILES,TrxR1 substrate,Vif-APOBEC3F blk,TrxR1 inh,USP1 inh,mIDH1 inhibitor,ALOX12 inh,RXFP1 ag,Vif-APOBEC3G blk,RGS4 inh
CCCCN(C(=O)c1ccc(N2CCCC2=O)cc1)c1c(N)n(CCCC)c(=O)[nH]c1=O,-12%,5%,-11%,-8%,-2%,u,5.9%,2%,9%
COc1ccccc1C(=O)NNC(=S)NC(=O)c1cc(OC)c(OC)c(OC)c1,-7%,4%,-17%,-3%,8%,40µM*,0.0%,1%,-24%
Cc1sc2ncnc(N3CCC(C(=O)Oc4cccc(Cl)c4Cl)CC3)c2c1C,-9%[57.1 µM],-5%,18%[57.1 µM],-21%,9%,-2%,5.5%,1%,-15%
COc1cccc(CN2CCN(Cc3c(C)nn(C(C)C)c3C)CC2CCO)c1 (stereo not given),1%,-7%,17%,0%,3%,-6%,-3.8%,1%,5%
CC(C)C(=O)Nc1ccc2nn(-c3ccccc3)nc2c1,45%[activator][57.1 µM],-7%,24%,-10%,5%,9%,6.7%,-3%,-22%
CCOc1ccccc1C(=O)NCC(=O)Nc1ncccc1C,2%,4%,17%,-3%,1%,0%,-0.9%,-2%,1%
Cc1ccc(C(=O)N/N=C\c2ccc[nH]2)cn1,-17%,0%,-26%,-12%,7%,0%,-0.4%,-7%,-22%
